IL-2 act: qHTS of IL-2 Activators; AID 652025, 2013; actives 0.065% (n = 360,000); IL-2 activation reporter assay, cell-based qHTS; stimulated with anti-CD3/CD4/CD28 beads; in transgenic mouse T cells; activation, % (series mostly up to about 46 µM); in the data active = activation above about 50%; inconclusive = mostly about 30% to 49%; note: 0% is about no effect
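Unstimulated transgenic mouse T cells preincubated 60 min with compound, then stimulated with anti-CD3/anti-CD4-coated beads plus anti-CD28 for 18 h at 37 degrees C. IL-2 response read as EGFP and DsRed fluorescence by plate cytometry.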
EPAC1 antag: qHTS for Antagonist of cAMP-regulated guanine nucleotide exchange factor 3 (EPAC1): primary screen | Rap guanine nucleotide exchange factor 3 (Homo sapiens), O95398 | EPAC1 GEF assay, Rap1b-BODIPY-GDP exchange fluorescence | Potency, µM (top dose mostly 115 µM), inactives show top-dose activity change, negative = inhibition, usual class: inhibitors | actives 0.14% (n = 360,000) | AID 720709, 2013;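 note: potency is the fitted concentration of half-maximal effect; plate controls were vehicle for no effect and positive control for full effect; nearly all actives have a fitted effect of over 50% in size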
EPAC1 ag: qHTS for Agonist of cAMP-regulated guanine nucleotide exchange factor 3 (EPAC1): primary screen. Rap guanine nucleotide exchange factor 3 (Homo sapiens), O95398. EPAC1 agonist qHTS, biochemical assay; response scale: 100% = response to 6.5 mM cAMP. Potency, µM (titrated, usually from 154 µM), for the others: top-dose activation, hits mostly activators. actives 0.073% (n = 360,000); note: potency is the fitted concentration of half-maximal effect; nearly all actives have a fitted effect of over 60% in size
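Nucleotide exchange assay: 100 nM EPAC1 with 250 nM Rap1B loaded with BODIPY-GDP and 50 uM GDP, room temperature. Fluorescence (480/540 nm) read every 5 min for 30 min; signal change normalized to 6.5 mM cAMP as full agonist.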
PLK1 PBD inh: qHTS for Inhibitors of PLK1-PDB (polo-like kinase 1 - polo-box domain): Primary Screen. Serine/threonine-protein kinase PLK1 (Homo sapiens), P53350. Potency, µM, for inactives: max response, negative = inhibition, usual class: inhibitors. Plk1 PBD binding of FITC phosphopeptide, fluorescence polarization. actives 2.8% (n = 360,000). AID 720504, 2013; note: potency is the fitted concentration of half-maximal effect; series mostly up to about 57 µM; % is set by controls: 0 for no effect and ±100 for the full control effect; nearly all actives have a fitted effect of over 65% in size
Target sequence (P53350 whole entry, looked up, the tested form may be a part): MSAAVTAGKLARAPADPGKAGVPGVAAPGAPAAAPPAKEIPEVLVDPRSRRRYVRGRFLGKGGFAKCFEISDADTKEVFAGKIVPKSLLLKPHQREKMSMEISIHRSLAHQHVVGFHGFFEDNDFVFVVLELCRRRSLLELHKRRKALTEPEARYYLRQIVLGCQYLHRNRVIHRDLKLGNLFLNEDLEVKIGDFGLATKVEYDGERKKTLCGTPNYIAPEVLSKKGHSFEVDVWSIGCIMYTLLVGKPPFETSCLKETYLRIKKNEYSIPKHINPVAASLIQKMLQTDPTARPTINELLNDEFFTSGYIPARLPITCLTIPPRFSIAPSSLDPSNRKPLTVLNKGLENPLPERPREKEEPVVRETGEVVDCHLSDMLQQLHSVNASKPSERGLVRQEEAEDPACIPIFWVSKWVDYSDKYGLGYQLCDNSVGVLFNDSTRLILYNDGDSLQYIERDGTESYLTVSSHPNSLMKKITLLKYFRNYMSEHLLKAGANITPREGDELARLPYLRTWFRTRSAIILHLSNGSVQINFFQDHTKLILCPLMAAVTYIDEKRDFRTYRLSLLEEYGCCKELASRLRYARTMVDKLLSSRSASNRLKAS
WRN helicase inh: qHTS for Inhibitors of WRN Helicase. Bifunctional 3'-5' exonuclease/ATP-dependent helicase WRN (Homo sapiens), Q14191. WRN helicase unwinding, fluorescent forked duplex, kinetic. Potency, µM (highest dose often 114 µM), for inactives: at the highest dose activity change, negative = inhibition, usual class: inhibitors. actives 0.46% (n = 360,000). AID 651768, 2012; note: potency is the fitted concentration of half-maximal effect; % is set by controls: 0 for no effect and ±100 for the full control effect; nearly all actives have a fitted effect of over 55% in size
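WRN at 20 nM final was preincubated with compound for 15 min at room temperature; reaction started with 100 nM forked duplex oligonucleotide carrying fluorophore and quencher plus 2 mM ATP (final). Unwinding followed kinetically by red fluorescence (ex 525/em 598 nm).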
PI5P4K alpha inh: qHTS for Inhibitors of phosphatidylinositol 5-phosphate 4-kinase (PI5P4K). max response, %. AID 652105, 2013. actives 1.2% (n = 330,000). PI5P4Kalpha enzyme, ADP-Glo luminescence, 60 min; active compounds read low; active = max response of -50% or lower; inconclusive = between -30% and -50%; inactive = -30% or higher; note: value at the top dose of about 77 µM; % is set by controls: 0 for no effect and ±100 for the full control effect
Target sequence (P48426 whole entry, looked up): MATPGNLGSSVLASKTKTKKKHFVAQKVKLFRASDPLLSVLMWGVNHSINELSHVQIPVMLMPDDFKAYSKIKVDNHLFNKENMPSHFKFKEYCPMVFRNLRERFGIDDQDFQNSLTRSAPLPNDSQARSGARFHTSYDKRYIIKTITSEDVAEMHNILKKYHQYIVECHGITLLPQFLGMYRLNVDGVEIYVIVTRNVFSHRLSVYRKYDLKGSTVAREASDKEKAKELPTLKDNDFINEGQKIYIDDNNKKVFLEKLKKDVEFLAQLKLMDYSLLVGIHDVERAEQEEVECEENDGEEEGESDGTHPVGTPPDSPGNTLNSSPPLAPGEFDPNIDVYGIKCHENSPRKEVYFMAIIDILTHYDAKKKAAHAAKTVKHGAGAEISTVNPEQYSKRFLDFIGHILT
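ADP-Glo luminescence end-point after a 60 min room-temperature kinase reaction. PI5P4Kalpha and substrate in HEPES pH 7.4 buffer with EGTA, 0.1% CHAPS and 5% DMSO; ATP at 5 microM final.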
CCT chaperon mod: High-Throughput Screening for Modulators of Cytosolic Chaperonin Activity | purified chaperonin ATPase assay, HTRF ADP detection, 30 min | activity change, % (no concentration beside the values), hits read low | AID 651819, 2012 | actives 0.3% (n = 360,000); in the data active = activity change below about -30%; note: % is set by controls: 0 for no effect and ±100 for the full control effect
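ATPase activity: ADP formed was measured by HTRF Transcreener (665/615 nm ratio) after 30 min at 37 deg C with 10 uM ATP. Compounds screened at one 76 uM concentration against 40 or 20 nM TRiC in Tris pH 7.4/KCl/MgCl2/DTT buffer.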
EPAC2 agonist: qHTS for Agonist of cAMP-regulated guanine nucleotide exchange factor 4 (EPAC2): primary screen; Rap guanine nucleotide exchange factor 4 (Homo sapiens), Q8WZA2; EPAC2 activation, biochemical qHTS; response scale: 100% = 6.5 mM cAMP response; Potency, µM (highest dose often 154 µM), without a hit: at the top dose activation, actives largely listed as activators; actives 0.079% (n = 360,000); AID 720711, 2013; note: potency is the fitted concentration of half-maximal effect; nearly all actives have a fitted effect of over 50% in size
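Readout is BODIPY fluorescence (480 nm excitation, 540 nm emission), which falls as labeled GDP is exchanged off Rap1B. EPAC2 at 100 nM acted on 250 nM RAP1B-BODIPY-GDP with 50 uM GDP present.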
Numbers without * were called inactive; ? = inconclusive; . = not tested or not shown; [ ] = dose if it differs, or a comment. Unless noted, calls come from the whole dose curve; as a rule, active = well fitted curve in the direction sought with a large enough effect; inconclusive = small, poorly fitted or top-dose-only effect, or another doubt; inactive = no such curve, though single readings can be large; an effect the other way counts as inactive or inconclusive. Some of the compounds tested, so the mix of outcomes need not match the whole.

SMILES	IL-2 act	EPAC1 antag	EPAC1 ag	PLK1 PBD inh	WRN helicase inh	PI5P4K alpha inh	CCT chaperon mod	EPAC2 agonist
CC(C(=O)NC1C=CS(=O)(=O)C1)N1C(=O)/C(=C/c2cccc(Cl)c2)SC1=S (stereo unspecified)	-3.9	-1%	-7%	?	-8%[57.1 µM]	-3	-0.4	0%
O=C(O)c1ccc(OCC(O)Cn2c3ccccc3c3ccccc32)cc1 (stereo unspecified)	6.7	-2%	0%	-9%	-9%	?	-2.6	-2%
O=C(Nc1ccc2c(c1)OCO2)c1cccc(S(=O)(=O)N2CCCC2)c1	-1.3	-7%	2%	-7%	-25%	.	-1.1	13%
Cc1cc(C)cc(N(C(=O)Cc2cccs2)C(C(=O)NC2CCCC2)c2ccc(C)o2)c1 (stereo unspecified)	-1.2	-3%	1%	-2%	1%	.	-0.4	-11%
CCn1c2ccccc2nc2cc3c(cc21)c(Cl)c(=O)c1ccccc13	-4.0	-4%	-9%	?	-24%	-24	0.7	0%
C=CCSc1nnc2nc3[nH]c4c(C)cccc4c3nn12	1.1	6%	2%	1%	-5%	-7	-3.5	-17%
Cc1[nH][nH]c(=O)c1C(c1ccc(-c2cccc(Cl)c2)o1)c1c(C)[nH][nH]c1=O	1.1	?	13%	12µM*	-30%	-15	-2.7	18%
NS(=O)(=O)c1ccc(CCNC(=O)c2cccc3ccccc23)cc1	-0.4	1%	-4%	-5%	0%	0	1.6	3%
CS(=O)(=O)N1CCN(c2ccccc2NC(=O)c2ccco2)CC1	-1.1	11%	-5%	3%	-7%	.	-3.4	7%
CCOc1ccccc1C(=O)N(C)CC(=O)Nc1ccc(OC)cc1	-3.2	11%	10%	-4%	14%	-6	0.5	17%
C=CCC1(C(=O)NCCO)CCN(C(=O)OC(C)(C)C)CC1	-0.4	-14%	-4%	-4%	12%	1	-2.0	?
O=C(OC1CCCCC1)c1cc2ccccc2oc1=O	0.0	-13%	11%	-13%	-2%[57.1 µM]	2	-0.4	7%
CC(C)(C)c1cc(CCC(=O)N2CCCC2)cc(C(C)(C)C)c1O	-3.2	-5%	-8%	-24%	10%	7	-1.6	6%
O=C(O)Cc1ccc(NS(=O)(=O)c2ccc3c(c2)OCCO3)cc1	4.9	-9%	17%	-1%	3%	-4	-2.5	-2%
COc1cc(CN2CCNC(=O)C2CC(=O)NCCC2=CCCCC2)cc(OC)c1 (stereo unspecified)	0.2	2%	1%	-22%	10%	1	0.0	10%
COc1ccc(S(=O)(=O)N(C)C)cc1NC(=O)c1ccc(OCC(=O)N2CCOCC2)c(OC)c1	-2.8	-7%	6%	-1%	-5%	9	-2.7	8%
Cc1ccc(Cn2cc(-c3ccccc3)nn2)cc1	0.2	3%	0%	1%	4%	4	0.1	0%
COc1ccc(/C=N/NC(=O)CCCCCNC(=O)c2ccccc2)cc1	0.7	8%	0%	11%	-3%	9	0.2	-2%
CN(C)CCN1CCN(C2CN(C3CCCCC3)S(=O)(=O)C2)CC1 (stereo unspecified)	2.3	0%	-11%	-4%	0%	-8	-2.2	4%
COc1ccc(C(=O)NCc2ccccc2OC)c(OC)c1	-1.8	3%	-4%	-4%	3%	.	-2.0	4%
CCOc1ccc(-c2c(C(=O)N/N=C(\C)c3cccs3)nnn2-c2nonc2N)cc1	0.3	-7%	1%	2%	1%	0	0.0	-14%
CC1Sc2ccc(S(=O)(=O)CCC(=O)NCc3ccc(Cl)cc3)cc2NC1=O (stereo unspecified)	-0.5	-14%	3%	-6%	-20%	-19	1.0	2%
O=C(NNC(=S)NC1CC2C=CC1C2)c1ccncc1 (stereo unspecified)	-0.1	-2%	3%	-5%	-2%	0	-3.3	13%
CCNC(=O)C1(C)CCCN(C(=O)c2nc3ccccc3s2)C1 (stereo unspecified)	0.0	6%	-8%	4%	5%	-3	0.1	3%
CN(C)CCn1c2c(c(SCC(=O)Nc3nccs3)nc1=O)CCCC2	-4.3	22%	0%	-1%	5%	6	0.7	-4%
CCN(CC(=O)NCc1cccs1)C(=O)c1ccc(S(=O)(=O)N(C)c2ccccc2)cc1	0.3	-13%	6%	-8%	-29%	-3	-0.8	8%
Cc1c(CC(=O)NCCCCCC(=O)O)c(=O)oc2cc3c(cc12)CCC(C)(C)O3	0.5	-23%	10%	3%	-7%[57.1 µM]	7	-0.3	7%
CCOC(=O)CSc1nnc(-c2ccc(S(=O)(=O)N3CCC(C)CC3)cc2)o1	-1.4	-16%	15%	-6%	2%	.	0.6	-18%
CCOC(=O)c1c(NC(=O)CN2CCN(C)CC2)sc(C(=O)Nc2ccccc2)c1C	-1.5	19%	0%	6%	1%	10	-3.9	-6%
COc1cc(NC(=O)c2cc(-c3ccco3)on2)cc(OC)c1OC	-0.6	-1%	5%	-10%	-8%	-6	1.8	6%
COc1cccc(C(=O)N2CCC2(C)C(=O)NC(C)C)c1 (stereo unspecified)	-0.2	-10%	-6%	-4%	-4%	-10	1.4	-4%
Cc1ccc(NC(=O)C2CC(=O)n3c(nc4ccccc43)N2)cc1 (stereo unspecified)	-0.8	11%	2%	-11%	-4%	.	1.1	9%
CCOc1ccc(NC(=O)CN(C)S(=O)(=O)c2ccc3c(c2)CCC(=O)N3)cc1	0.3	0%	4%	-13%	1%	0	-2.8	-5%
Cc1cc(C(=O)NNC(=S)NCC(C)C)cs1	-0.3	-1%	8%	4%	-21%	-5	-0.5	9%
O=C(CSc1nc2ncc(Cl)cc2[nH]1)NCC(=O)Nc1ccc(F)c(F)c1F	-0.2	8%	9%	-20%	0%	-4	-2.5	1%
COc1ccc(C(=O)OCC(=O)NC2CC2)cc1S(=O)(=O)Nc1ccc(C)cc1	-0.5	3%	1%	-1%	?	0	-1.0	10%
O=C(NC1CC1)c1ccc(NS(=O)(=O)c2ccc(F)cc2)cc1	0.2	-2%	0%	-3%	-2%	3	0.6	10%
Cc1ccc(NC(=O)C(Cc2ccccc2)N2C(=O)C3C4CCC(C4)C3C2=O)cc1Cl (stereo unspecified)	-1.9	-7%	13%	-7%	-9%	7	-4.4	18%
S=C(NCCCn1ccnc1)NC1CCCCC1	-0.2	0%	-1%	-2%	-7%	0	0.3	8%
Cc1ccc(S(=O)(=O)CCN2CCN(c3ccccc3)CC2)cc1	-1.9	7%	-1%	1%	-3%	0	0.0	6%
Cc1ccc(NC(=O)Nc2ccc(F)cc2)nc1	1.2	16%	5%	0%	-13%	3	3.0	6%
Nc1nnc(CCS(=O)(=O)c2ccc(Cl)cc2)s1	0.3	-17%	0%	2%	-3%	.	-7.5	4%
C(=N\c1ncnc2sccc12)/NOCc1ccccc1	-0.3	2%	-10%	1%	-3%	-5	-3.4	3%
O=C1CC(=O)CC(c2ccccc2)C1	-1.9	2%	0%	-3%	-3%	-1	-2.4	5%
CC(=O)N1CCN(C(=O)Nc2cccc(C(F)(F)F)c2)CC1	0.1	-10%	8%	-8%	12%	-1	-1.8	15%
CNc1nc(C(=O)O)nc(N2CCOCC2)n1	-0.1	2%	-1%	0%	-5%	.	-1.4	10%
COc1ccccc1NC(=O)C1CCCN1S(=O)(=O)c1ccc(Cl)cc1 (stereo unspecified)	2.8	-22%	4%	-5%	0%	10	0.2	9%
Cc1ccnc(NCn2nnc3ccccc32)c1	-0.1	6%	8%	-9%	-3%	.	-2.3	7%
CCc1cc(=O)oc2cc(C)cc(OCC(=O)NC3CCN(Cc4ccccc4)CC3)c12	0.0	-6%	13%	-13%	15%	-4	-21	9%
CCN(C[C@H]1N[C@@](CC)(C(=O)OC)[C@H]2C(=O)N(C)C(=O)[C@@H]12)C(=O)Nc1ccc(F)cc1	0.7	0%	-5%	-4%	9%	-3	-4.3	8%
NC(=O)c1cn(-c2ccccc2)nc1-c1cccnc1	0.4	5%	-3%	-1%	0%	0	-0.9	5%
Cn1nc(C(=O)N2CCN(C(c3ccccc3)c3ccccc3)CC2)c2ccccc2c1=O	-3.2	-22%	-9%	-10%	-6%	-1	2.0	23%
Cc1ccc(C(=O)NN=C2CCCC2)cc1C	0.8	11%	9%	-10%	0%	2	0.9	11%
CSc1ccccc1CNc1nc(NCC2CC2)nc2ccsc12	-0.5	-8%	1%	4%	-9%	?	-2.1	19%
CCN(Cc1cc2cc(C)ccc2[nH]c1=O)S(=O)(=O)c1ccccc1	1.5	0%	3%	-7%	0%	.	-11	-5%
Cc1sc2nc(C(C)C)nc(SCC(=O)N3CCN(C(=O)c4ccco4)CC3)c2c1C	-1.8	-9%	5%	-26%	-17%	.	2.1	8%
CCc1cccc2c(C(=O)CSc3nnc(-c4ccoc4C)n3C)c[nH]c12	-2.4	11%	3%	-7%	-4%	.	0.6	-4%
CSc1ccc(N2CCN(CCCNC(=O)Nc3ccccc3F)CC2)cc1	-0.2	-4%	3%	-4%	9%	.	-1.5	-6%
CCC(Cc1ccccc1)NC(=O)/C=C/c1ccco1 (stereo unspecified)	0.4	-25%	3%	-29%	-11%	-6	2.5	4%

Screening results from PubChem BioAssay.
